Screening data from PubChem.
PI5P4Ka inh: PI5P4K alpha (human) kinase inhibition. P48426. max response, %. 330,000 tested, 1.2% active. PI5P4Kalpha enzyme, ADP-Glo luminescence, 60 min; stronger effect = lower value. AID 652105; active = max response of -50% or lower; inconclusive = between -30% and -50%; inactive = -30% or higher; also: value at the top dose of about 77 µM; % is scaled to controls: 0 for no effect and ±100 for the full control effect
Target sequence (P48426 whole entry, looked up): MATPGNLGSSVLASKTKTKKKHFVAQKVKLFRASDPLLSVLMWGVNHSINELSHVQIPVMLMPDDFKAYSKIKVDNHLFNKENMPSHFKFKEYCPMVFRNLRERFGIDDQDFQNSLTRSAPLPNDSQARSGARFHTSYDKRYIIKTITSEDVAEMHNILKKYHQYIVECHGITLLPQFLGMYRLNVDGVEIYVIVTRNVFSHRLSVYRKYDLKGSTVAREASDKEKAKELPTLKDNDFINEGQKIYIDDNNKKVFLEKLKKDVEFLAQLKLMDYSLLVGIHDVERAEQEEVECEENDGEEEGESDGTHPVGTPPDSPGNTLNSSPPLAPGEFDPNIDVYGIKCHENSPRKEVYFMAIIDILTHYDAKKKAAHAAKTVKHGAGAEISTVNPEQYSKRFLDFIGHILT
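Luminescence from ADP-Glo served as readout of PI5P4Kalpha activity in a qHTS format. Reaction: enzyme, substrate, compound, ATP at 5 microM final, 60 min at RT.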
IL2 activator: activators of IL-2. IL-2 activation reporter assay, cell-based qHTS; stimulated with anti-CD3/CD4/CD28 beads; in transgenic mouse T cells. activation, % (series mostly up to about 46 µM). 360,000 tested, 0.065% active; in the data active = activation above about 50%; inconclusive = mostly about 30% to 49%; also: 0% is about no effect
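Unstimulated transgenic mouse T cells; 60-min compound exposure; bead-based TCR/CD4/CD28 stimulation; 18 h culture, 37 degrees C; dual fluorescence (EGFP, DsRed) plate cytometry.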
Abeta rescue: compounds reversing amyloid beta toxicity in yeast; 410,000 tested, 0.063% active; AID 1347071; yeast expressing A-beta42, growth rescue, OD600, 48 h; response scale: 0% DMSO, 100% iron-clioquinol control; Potency, µM (series often up to 46.1 µM), without a hit: top-dose growth rescue, actives largely listed as activators; also: potency is read from the fitted curve at half-maximal effect; nearly all actives have a fitted effect of over 55% in size
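Growth rescue measured by 600 nm absorbance after 48 h yeast culture at 30 C with compound. Values normalized between DMSO and an equimolar ferric chloride plus clioquinol control.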
EPAC1 ag: agonists of human EPAC1; O95398; EPAC1 agonist qHTS, biochemical assay; response scale: 100% = response to 6.5 mM cAMP; Potency, µM (titrated, usually from 154 µM), without a hit: at the top dose activation, hits mostly activators; 360,000 tested, 0.073% active; AID 720707; also: potency is read from the fitted curve at half-maximal effect; nearly all actives have a fitted effect of over 60% in size
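Compounds were pinned as a concentration titration into mixtures of EPAC1 (100 nM), BODIPY-GDP-loaded Rap1B (250 nM) and GDP (50 uM). After 5 min at room temperature, fluorescence was followed for 30 min; activity was scaled to 6.5 mM cAMP.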
EPAC1 antagonist: blocks human EPAC1 exchange factor; O95398; EPAC1 GEF assay, Rap1b-BODIPY-GDP exchange fluorescence; Potency, µM (series often up to 115 µM), for the others: at the highest dose activity change, negative = inhibition, hits mostly inhibitors; 360,000 tested, 0.14% active;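 also: potency is read from the fitted curve at half-maximal effect; plate controls were vehicle for no effect and positive control for full effect; nearly all actives have a fitted effect of over 50% in size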
WRN inhibitor: WRN helicase (human) inhibition; WRN helicase unwinding, fluorescent forked duplex, kinetic; Potency, µM (highest dose often 114 µM), inactives show at the highest dose activity change, negative = inhibition, actives largely listed as inhibitors; 360,000 tested, 0.46% active; AID 651768; also: potency is read from the fitted curve at half-maximal effect; % is scaled to controls: 0 for no effect and ±100 for the full control effect; nearly all actives have a fitted effect of over 55% in size
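WRN at 20 nM final preincubated with compound 15 min at room temperature; reaction started with 100 nM fluorophore/quencher forked duplex oligonucleotide and 2 mM ATP final. Unwinding followed kinetically by red fluorescence (ex 525, em 598 nm).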
aSyn yeast inh: rescues yeast growth from alpha-synuclein toxicity; Yeast expressing alpha-synuclein, growth rescue, BacTiter-Glo, 24 h; Potency, µM (series often up to 46.1 µM), for the others: at the highest dose growth rescue (activation), usual class: activators; 370,000 tested, 0.14% active; AID 652106; also: potency is read from the fitted curve at half-maximal effect; % of control where 0% means no effect; nearly all actives have a fitted effect of over 65% in size
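Readout is rescue of growth in alpha-synuclein-expressing yeast, so inhibitors of toxicity appear as activators. Growth after 24 hr at 30 deg C in galactose medium is quantified by luminescence.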
FUS yeast rescue: rescues growth of FUS-expressing yeast; S. cerevisiae FUS-expressing, growth rescue, OD600, 24 h; Potency, µM (highest dose often 76.6 µM), inactives show top-dose growth rescue (activation), most hits filed as activators; 390,000 tested, 0.24% active;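 also: potency is read from the fitted curve at half-maximal effect; plate controls were DMSO vehicle for no effect and reference control for full effect; nearly all actives have a fitted effect of over 55% in size; some results filed as inactive show a strong effect at the top dose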
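Compound concentration series was pinned onto galactose-induced FUS-expressing yeast seeded at OD 0.005. Plates sat 24hr at 30C; absorbance at 600 nm gave growth. DMSO served as background control.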
PLK1 PBD inh: inhibitors of human PLK1 polo-box domain binding; AID 720504; Plk1 PBD binding of FITC phosphopeptide, fluorescence polarization; 360,000 tested, 2.8% active; Potency, µM, without a hit: max response, negative = inhibition, actives largely listed as inhibitors; also: potency is read from the fitted curve at half-maximal effect; series mostly up to about 57 µM; % is scaled to controls: 0 for no effect and ±100 for the full control effect; nearly all actives have a fitted effect of over 65% in size
Target sequence (P53350 whole entry, looked up, the tested form may be a part): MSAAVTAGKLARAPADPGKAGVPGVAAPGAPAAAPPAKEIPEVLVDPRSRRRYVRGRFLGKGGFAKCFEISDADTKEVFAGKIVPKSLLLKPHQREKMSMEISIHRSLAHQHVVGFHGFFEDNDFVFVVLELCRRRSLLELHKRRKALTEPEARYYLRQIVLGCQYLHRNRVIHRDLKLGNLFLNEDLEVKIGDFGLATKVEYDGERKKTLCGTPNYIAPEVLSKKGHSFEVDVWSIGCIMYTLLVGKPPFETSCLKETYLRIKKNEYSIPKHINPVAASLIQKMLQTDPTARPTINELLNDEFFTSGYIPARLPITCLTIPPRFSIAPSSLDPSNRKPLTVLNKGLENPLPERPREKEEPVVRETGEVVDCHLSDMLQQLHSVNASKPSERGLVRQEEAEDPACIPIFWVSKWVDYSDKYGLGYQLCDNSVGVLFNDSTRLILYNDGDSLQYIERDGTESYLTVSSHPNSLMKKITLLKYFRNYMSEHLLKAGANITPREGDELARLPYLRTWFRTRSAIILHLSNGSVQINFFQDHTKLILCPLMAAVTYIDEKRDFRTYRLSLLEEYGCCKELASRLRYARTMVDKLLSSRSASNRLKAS
Numbers without * were called inactive; ? = inconclusive; / = not tested or not shown; & = joins results of further samples; [ ] = another dose, or the depositor's remark. Unless noted, calls follow the shape of the dose curve; as a rule, active = well fitted curve in the direction sought with a large enough effect; inconclusive = small, poorly fitted or top-dose-only effect, or another doubt; inactive = no such curve, though single readings can be large; an effect the other way counts as inactive or inconclusive.

No.	molecule	PI5P4Ka inh	IL2 activator	Abeta rescue	EPAC1 ag	EPAC1 antagonist	WRN inhibitor	aSyn yeast inh	FUS yeast rescue	PLK1 PBD inh
1	CCc1cc(Cn2nc(-c3ccccc3)cc2C(=O)NCc2cccc(C(F)(F)F)c2)on1	0	1.2	0%	-12%	-23%	-8%	13%	-14%	-1%
2	O=C1CSC(c2ccccc2Br)N1c1ccc(Cl)cn1 (stereo not drawn)	9	-0.7	-8%	-1%	-17%	-4%	-10%	20%	-5%
3	Nc1ncnc(Nc2cc(Cl)cc(Cl)c2)c1[N+](=O)[O-]	-3	0.8	15%	-4%	6%	-17%	0%	/	-9%
4	Cn1c(=O)oc2cc(S(=O)(=O)N3CCC(C(=O)NCc4ccc(F)cc4)CC3)ccc21	-8	-2.9	-14%&-14%	-22%	-18%	-6%	-1%	-13%&13%	0%
5	N#C/C(=C\c1c(F)cccc1Cl)S(=O)(=O)c1ccccn1	-13	0.4	15%	16%	-2%	-1%	-1%	11%	?
6	CC1Cc2ccccc2N1S(=O)(=O)c1cccc(C(=O)N2CC(=O)Nc3ccccc32)c1 (stereo not drawn)	-7	-2.9	7%	2%	?	-5%	-4%	-25%	-12%
7	C=CCOC(=O)C1=C(C)Nc2nnnn2C1c1cc(OC)ccc1OC (stereo not drawn)	-3	1.7	-9%	-1%	-4%	4%	-5%	-2%	-10%
8	CC(C)CN(C(=O)CSc1nncn1C)C1CCS(=O)(=O)C1 (stereo not drawn)	9	2.8	3%	-4%	?	-10%	-2%	/	1%
9	CCCCN(C=O)c1c(CC)nc2ccc(C(=O)N3CCN(C(C)=O)CC3)cn12	-1	-0.2	-11%	-1%	-9%	4%	10%	-18%	-6%
10	CCOC(=O)COc1cccc(C2NC(=O)c3ccccc3O2)c1 (stereo not drawn)	0	-0.2	-8%	7%	10%	7%	1%	-17%	0%
11	COc1ccc(N2CC(O)(c3ccc(F)cc3)[N+]3=C2CCCC3)cc1 (stereo not drawn)	-6	1.5	0%	4%	-8%	-11%	2%	12%	3%
12	Cc1ccc(CNC(=O)CCc2ccccc2)cc1	3	1.9	-9%	2%	15%	3%	13%	-8%	-4%
13	O=C(/C=C/c1ccccc1)Nc1cccc(C(=O)NCCCc2ccccc2)c1	2	-0.1	-7%	3%	-14%	-4%	0%	-3%	7%
14	CC1CN(Cc2nnc(-c3ccccc3)o2)CC(C)O1 (stereo not drawn)	1	-0.4	7%	-2%	-2%	-19%	-1%	-5%	-5%
15	CC(NCc1ccccc1)c1ccccc1O (stereo not drawn)	3	1.4	3%	8%	-1%	9%	-6%	-4%	-2%
16	COc1ccc(-c2noc(N3CCCC(C(=O)Nc4ccc(C(C)=O)cc4)C3)n2)cc1 (stereo not drawn)	2	-2.7	15%	-7%	?	1%	6%	-3%	3%
17	CCN(CC)S(=O)(=O)c1ccc(C)c(NC(=O)COc2ccc(Cl)cc2Br)c1	-3	-1.6	14%	-5%	-24%	-2%	-3%	20%	-8%
18	COc1ccc(NC(=O)Nc2cccs2)cc1OC	/	-0.7	10%	4%	-7%	-21%	-3%	26%	-19%
19	Cc1cc(C)c(S(=O)(=O)c2ccccc2)c(N(C)C)n1	2	0.9	14%	3%	-10%	-8%	0%	-10%	-5%
20	COc1ccc(NC(=O)c2ccco2)c2ccccc12	-6	0.2	-6%	-5%	10%	4%	0%	-15%	0%
21	CCOC(=O)c1c(N)sc(C(=O)N(CC)CC)c1C	1	-2.0	5%	0%	1%	2%	15%	-21%	-21%
22	CN(/N=C/c1ccccc1O)C(=S)c1ccccc1	3	-0.6	-11%	3%	-22%	-6%	1%	-4%	-4%
23	CC1(Cc2ccc(Cl)cc2)C(=O)Nc2c(Cl)ccc(Cl)c21 (stereo not drawn)	4	-0.7	-82%[inhibitor]	-4%	-14%	4%	?	-14%	4%
24	CCNC(=S)Nc1cc(OC)c(NC(=O)c2ccco2)cc1OC	-1	-0.1	8%	7%	18%	-2%	-2%	23%	-1%
25	CC(C)(C)c1cccc(P(=O)(c2ccccc2)c2ccccc2)c1O	-7	-3.9	27%	-5%	-24%	-17%	-2%	12%	-5%
26	C[C@H]1CN([C@@H](C)CO)C(=O)Cc2cc(NC(=O)CCC(F)(F)F)ccc2O[C@H]1CN(C)CC1CC1	-1	-0.6	7%	5%	-4%	-1%	-1%	-4%	-4%
27	O=C(COC(=O)C1=COCCO1)NC1CCCCC1	1	-5.1	-10%	0%	-16%	6%	-3%	6%	-9%
28	C/C(=N\NC(=O)CSCc1ccccc1Cl)c1cc(O)ccc1O	-2	0.7	0%	7%	?	0%	-4%	2%	-2%
29	CCCCCCNc1c([N+](=O)[O-])cc(C)cc1[N+](=O)[O-]	-7	25	8%	5%	-2%	-6%	-16%	9%	?
30	O=[N+]([O-])c1ccc(NCCCO)c(S(=O)(=O)N2CCOCC2)c1	1	0.4	-3%	5%	-18%	0%	3%	19%	0%
31	COc1ccc(S(=O)(=O)N2CCC(C(=O)NCc3ccncc3)CC2)cc1OC	-11	-3.3	6%	-6%	-10%	6%	-2%	1%	-6%
32	Cc1ccccc1N1CCN(c2ccccc2NC(=O)/C=C\C(=O)O)CC1	1	0.7	9%	5%	-18%	-3%	0%	4%	-6%
33	Cc1cccc(CSCCNC(=O)CN(c2cc(C)cc(C)c2)S(C)(=O)=O)c1	6	-0.9	?	-6%	-2%	1%	4%	9%	4%
34	CC(C)(C)n1nnnc1C(c1cccs1)N(Cc1ccccc1)Cc1ccco1 (stereo not drawn)	12	-0.6	-32%	20%	10%	-20%	3%	6%	-9%
35	COc1ccc(S(=O)(=O)N/N=C/c2ccc(OCCN3CCOCC3)c(OC)c2)cc1	-5	-0.4	6%	-9%	-4%	-3%	-1%	15%	4%
36	COc1ccc(CCNCC(=O)Nc2ccc(C)c(Br)c2)cc1OC	11	-1.0	3%	-7%	-1%	0%	0%	2%	-7%
37	CC(=O)N(Cc1cccs1)Cc1cc2ccc(C)c(C)c2nc1Cl	7	-3.0	6%	-10%	11%	-4%	9%	-34%	4%
38	CCc1cccc(NS(=O)(=O)c2ccc(-n3cccn3)cc2)c1	-1	-2.9	14%&7%	-4%	-17%	-5%	19%	-2%&3%	30µM*
39	N#CCCN1CCN(C(=O)c2c(N)no[n+]2[O-])CC1	-4	-0.6	-1%	3%	-5%	-3%	-2%	-4%	-5%
40	O=C(CC1NCCNC1=O)Nc1ccc([N+](=O)[O-])cc1 (stereo not drawn)	-2	-0.7	-8%	-1%	-7%	1%[57.1 µM]	0%	8%	-6%
41	COc1ccc(OC)c(NC(=O)Cn2c(=O)oc3ccccc32)c1	-6	2.0	-6%	1%	4%	-3%	6%	?	-8%
42	O=C1C(c2ccc(F)cc2)N(Cc2ccc3c(c2)OCO3)C(=O)CN1C1CCCC1 (stereo not drawn)	/	-1.3	-2%	3%	15%	15%	6%	19%	-2%
43	COc1cc(C(C(=O)NC2CCCC2)N(C(=O)c2ccco2)c2ccccc2C(C)=O)cc(OC)c1OC (stereo not drawn)	-4	-0.5	-15%	-2%	20%	-7%	-1%	4%	-4%
44	CCOC(=O)C1CCN(C2CC(=O)N(c3cccc(Cl)c3)C2=O)CC1 (stereo not drawn)	/	-1.5	-94%[inhibitor]	-6%	-4%	-22%	?	18%	1%
45	CCN1CCN(C(=S)Nc2cccc([N+](=O)[O-])c2)CC1	0	-1.0	-9%	6%	-9%	-8%	2%	8%	-7%
46	O=C(Nc1ccccc1)N1CCN(c2ccccn2)CC1	-6	-0.4	10%	4%	10%	2%	3%	-1%	-1%
47	CCn1nc(C)c(CN2CCC(n3nccc3NC(=O)c3ccccc3OC)CC2)c1C	-3	-4.7	-8%	-1%	6%	-12%	6%	/	0%
48	N#CC1(NC(=O)COC(=O)c2cc(O)c3ccccc3c2O)CCCCC1	?	0.0	-3%	3%	-24%	?	18%	31%	6.7µM*
49	Cc1[nH]c(=S)[nH]c(=O)c1CCC1OCCO1	1	-1.9	3%	3%	-5%	3%	0%	-22%	-16%
50	Cc1ccc(C(=O)Nc2ccc(NC(=O)c3ccc(C)o3)cc2)o1	-2	1.1	-11%	1%	-11%	-10%[57.1 µM]	0%	0%	-2%

(more compounds)
No.	molecule	PI5P4Ka inh	IL2 activator	Abeta rescue	EPAC1 ag	EPAC1 antagonist	WRN inhibitor	aSyn yeast inh	FUS yeast rescue	PLK1 PBD inh
51	OC1C[N+]2(CCCCC2)C1	/	-1.8	-14%	-3%	16%	-4%	1%	25%	-8%
52	CC(C)CCNC(=O)c1ccc2c(Cl)c3c(nc2c1)CCC3	2	-0.9	-10%	-6%	-33%	-3%	3%	?	-6%
53	O=C(NC(=O)c1ccc(F)cc1)Nc1nc(-c2cccs2)cc(C(F)(F)F)n1	2	-2.9	-3%	-4%	-14%	-6%	-13%	-14%	-7%
54	COc1ccc(NC(=O)c2cc(S(=O)(=O)N3CCOCC3)cn2C)c(OC)c1	-7	-2.8	-14%	13%	-2%	-3%	-1%	-3%	-5%
55	Cc1cc(C)cc(CSc2ccc(S(=O)(=O)N3CCCC3)cn2)c1	0	-0.3	-3%	-3%	-14%	-9%	13%	35%	0%
56	COc1ccc(C=C2CS(=O)(=O)CC(=Cc3ccc(OC)cc3)C2=O)cc1	1	-3.1	-63%[inhibitor]	-7%	-29%	-1%	13µM*	-12%	?
57	Cc1cc(=O)oc2c(CN(C)Cc3ccccc3)c(O)ccc12	-5	-2.7	-5%	-5%	-9%	9%[57.1 µM]	-3%	-6%	-2%
58	CCOCCCn1c(C)nc2c(c1=O)c1nc3ccccc3nc1n2-c1ccc2c(c1)OCCO2	-2	-1.8	-5%	-2%	-2%	5%	6%	-8%	7%
59	CCOc1ccccc1NC(=O)CSc1nnc2ccc(-c3ccccn3)nn12	-11	-0.3	1%	5%	1%	2%	-1%	8%	-9%
